AID inh = activation induced cytidine deaminase inhibition. AID 1347428. Potency, µM (highest dose often 115 µM), without a hit: at the top dose activity change, negative = inhibition, most hits filed as inhibitors. AID deamination FRET fluorescence, UDG-coupled, 4 h. actives 0.32% (n = 91,000). Q9GZX7; also: nearly all actives have a fitted effect of over 25% in size
Target sequence (Q9GZX7 whole entry, looked up): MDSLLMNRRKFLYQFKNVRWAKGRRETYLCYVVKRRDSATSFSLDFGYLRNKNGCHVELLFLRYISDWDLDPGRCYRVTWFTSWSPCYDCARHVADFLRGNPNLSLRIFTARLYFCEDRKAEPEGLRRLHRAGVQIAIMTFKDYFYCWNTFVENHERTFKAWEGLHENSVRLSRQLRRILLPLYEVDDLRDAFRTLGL
UDG counter = counter-screen for AID inhibitors: uracil-DNA glycosylase inhibition; FRET deamination/UDG coupled assay, UDG read, 4 h; AID 1347430; actives 0.14% (n = 91,000); Potency, µM (top dose mostly 115 µM), for inactives: at the highest dose activity change, negative = inhibition, most hits filed as inhibitors; also: nearly all actives have a fitted effect of over 65% in size
The depositor's hits bear a star; ? = inconclusive; [ ] = remark or other dose. Calls follow the shape of the dose curve; as a rule, active = well fitted curve in the direction sought with a large enough effect; inconclusive = small, poorly fitted or top-dose-only effect, or another doubt; inactive = no such curve, though single readings can be large; an effect the other way counts as inactive or inconclusive. % is scaled to controls: 0 for no effect and ±100 for the full control effect; potency is read from the fitted curve at half-maximal effect. These rows are one share of the data (hit frequency here may not be typical).

cpd	Molecule	AID inh	UDG counter
1	CCCCCCOc1ccc(-c2nc3ccc(Br)cc3c(=O)o2)cc1	18%	-4%
2	CCN(CC)C(=S)SCC(=O)NC(=O)NC1CCCCC1	-11%	-12%
3	Cc1ccc2c(CN3CCC4(CC3)OCCO4)cc(=O)oc2c1	-8%	-5%
4	COc1cc(OC)c(NS(=O)(=O)c2c(C)nc3sc(C)cn3c2=O)cc1Cl	-5%	0%
5	CC1CCN(C(=O)C2CCN(C(=O)c3cc4ccccc4n3C)CC2)CC1	-6%	-9%
6	COc1ccc(C2C(=O)N(C3CCC(C)CC3)CC(=O)N2CCC2=CCCCC2)cc1OC (stereo not drawn)	-11%	-7%[57.5 µM]
7	Cc1cccc(OC(C)C(=O)Nc2nonc2-c2ccc(Br)cc2)c1C (stereo not drawn)	-3%	?
8	CCNC(=O)c1cccc(NC(=O)c2cccc(OCc3c(C)noc3C)c2)c1	-3%	-2%
9	CCNc1nc(NC(C)(C)C)nc(Oc2ccc(=O)n(-c3ccccc3)n2)n1	8%	-11%
10	CCOc1ccc(Nc2ncnc3c2cnn3-c2ccc(F)cc2)cc1	11%	-25%
11	N#C/C(=C\c1ccc(-c2ccccc2Cl)o1)c1ccccc1	-11%	-3%
12	COc1ccc(Cl)cc1NC(=O)CN(c1cccc(C)c1C)S(C)(=O)=O	-7%	-7%
13	Cc1ccc(NC(=O)C2CCN(C(=O)c3cnn(-c4ccccc4)c3-n3cccc3)CC2)cc1C	?	-17%
14	O=c1c(-c2cc3ccccc3o2)coc2ccccc12	-1%	-2%
15	Cc1ccc(-c2cc3c(N4CCN(c5cc(C)ccc5C)CC4)nccn3n2)cc1	4%	0%
16	CC(=O)Nc1ccc(NS(=O)(=O)c2ccc3[nH]c4c(c3c2)CCCCC4)cc1	-9%	-4%
17	COc1cccc(N2C(=O)CSC23C(=O)N(CC(=O)Nc2cc(C)ccc2C)c2ccccc23)c1 (stereo not drawn)	-1%	6%
18	Cc1cccc(CNC(=O)Cn2nc(C)n3c(cc4cc(F)ccc43)c2=O)c1	11%	27%
19	CCOc1ccc(NC(=O)CN2C(=O)C(c3ccccc3)=NC23CCC(C)CC3)cc1 (stereo not drawn)	?	-14%
20	N#Cc1nc(-c2ccco2)oc1N1CCN(C(=O)NC2CC2)CC1	-8%	-4%
21	Cc1ccc(CCNC(=O)c2c(C)oc3nc(C)nc(N4CCOCC4)c23)cc1	-9%	-3%
22	Cc1cccc(C)c1NS(=O)(=O)c1ccc2c(c1)[C@H]1C=CC[C@H]1[C@@H](c1ccc(Cl)cc1)N2	32%[activator]	4%
23	COc1ccc(C)cc1NC(=O)CSc1nc(=O)n(Cc2cccnc2)c2c1CCC2	3%	?
24	O=c1[nH]c2ccccc2c(-c2ccccc2)c1Sc1nc2ccccc2s1	?	7%
25	Cc1c(C(=O)N(Cc2ccco2)C2CC2)[nH]c2c1C(=O)CC(C)(C)C2	2%	4%

Brought forward from above: 2 compounds; new compounds follow.
cpd	Molecule	AID inh	UDG counter
24	O=c1[nH]c2ccccc2c(-c2ccccc2)c1Sc1nc2ccccc2s1	?	7%
25	Cc1c(C(=O)N(Cc2ccco2)C2CC2)[nH]c2c1C(=O)CC(C)(C)C2	2%	4%
26	Cc1cccnc1NC(=O)Cc1nc(-c2ccccc2)oc1C	-6%	2%
27	CC(C)c1noc(-c2ccccc2OCC(=O)Nc2ccc([N+](=O)[O-])cc2)n1	4%	-24%
28	Cc1ccc(C(=O)Nc2cccc(C(=O)O)c2)cc1S(=O)(=O)N1CCCC1	17%	-2%
29	O=[N+]([O-])c1ccc(Oc2ccc(-c3ccccc3)cc2)c2ccncc12	6%	-7%
30	Cc1cc(C)n(-c2nc3cc(Cl)c(Cl)cc3nc2Nc2ccc(F)cc2C)n1	7%	-15%
31	OCCNCc1ccc(-c2ccccc2)o1	2%	0%
32	CCN(CC)CCSc1c(C(C)C)cnc2c1c(=O)n(C)c(=O)n2C	1%	3%[57.5 µM]
33	O=C(CC(c1cccs1)N1Cc2ccccc2C1=O)Nc1ccccc1F (stereo not drawn)	-1%	-13%
34	COc1ccc(NC(=O)c2cccn2-c2nnc(N3CCCCC3)s2)cc1	-8%	-13%
35	COc1cccc(CNC(=O)CCS(=O)(=O)c2ccc3c(c2)CC(C)N3C(=O)C2CC2)c1 (stereo not drawn)	-12%	0%[57.5 µM]
36	Cc1cccc(C)c1NS(=O)(=O)c1ccc(-c2cnc(C3CC3)o2)cc1	-5%	0%
37	O=C1/C(=C/c2cccc3ccccc23)Cc2ccccc21	-1%	4%
38	CSc1ccc(C(C)NC(=O)Cc2cccc(F)c2)cc1 (stereo not drawn)	-1%	5%
39	COc1ccc(-c2ccc(NS(=O)(=O)c3ccc(OC)c(OC)c3)cc2)nn1	9%	11%
40	Cc1oc2c(c(C)cc3oc(=O)c(CC(=O)NCc4ccccc4)c(C)c32)c1C	7%	9%
41	COc1ccc(OC)c(NC(=O)CN(C)S(=O)(=O)c2ccc3[nH]c4c(c3c2)CCCC4)c1	-16%	-22%[57.5 µM]
42	O=C(Nc1ccc(S(=O)(=O)Nc2cnc3ccccc3n2)cc1)c1ccc(Oc2ccccc2)cc1	-4%	10%
43	O=C(Nc1ccccc1Cl)c1cc2c(-c3ccccc3)nn(-c3ccccc3)c2s1	-7%	1%
44	Cc1ccc2nc(C)c(C(=O)/C=C/c3ccccc3)c(-c3ccccc3)c2c1	-21%	-3%
45	CC(Oc1ccc(Cl)cc1)C(=O)NC(C)c1ccc2ccccc2c1 (stereo not drawn)	-9%	-3%
46	CCN1CCN(C(=O)c2ccc3c(c2)N(Cc2ccccc2)C(=O)c2ccccc2S3=O)CC1 (stereo not drawn)	?	-14%
47	COc1ccc(C)cc1NC(=O)c1nnn(Cc2cccc(Br)c2)c1N	5%	-8%
48	NS(=O)(=O)c1ccc(NC(=O)CSc2ccc3ccccc3n2)cc1	0%	4%
49	N#Cc1ccccc1S(=O)(=O)N1CCC(Oc2ccc(-n3cnnn3)cc2)CC1	4%	8%
50	COc1ccc(N2C(=O)c3cc4occc4n3CC2(C)C(=O)NC2CCCCCC2)cc1OC (stereo not drawn)	-1%	2%

Grouped by structure: the entries above with a nitro group on carbon
cpd	Molecule	AID inh	UDG counter
27	CC(C)c1noc(-c2ccccc2OCC(=O)Nc2ccc([N+](=O)[O-])cc2)n1	4%	-24%
29	O=[N+]([O-])c1ccc(Oc2ccc(-c3ccccc3)cc2)c2ccncc12	6%	-7%

Remaining list, next part:
cpd	Molecule	AID inh	UDG counter
51	COc1ccccc1CNC(=O)c1ccc2c(c1)sc1nc(-c3ccc(F)cc3)cn12	-2%	4%[57.5 µM]
52	COc1ccc(CNC(=O)Cn2nc(C)c3nn(-c4ccc(Cl)cc4)c(C)c3c2=O)cc1	-2%	-11%
53	O=C(NC1CCCCC1)C1(c2cccc(Cl)c2)CCC1	-3%	9%
54	CC(C)(C)OC(=O)NC(Cc1ccccc1)C(=O)Nc1ccccc1 (stereo not drawn)	-6%	-12%
55	O=C(CSc1nc(-c2ccccc2)no1)N1CCN(c2ccccc2F)CC1	1%	84%[activator]
56	COc1ccc(COCC(O)CSc2nncs2)cc1OC (stereo not drawn)	0%	10%
57	O=C(Nc1ccc(Cl)cc1C(F)(F)F)c1cc(S(=O)(=O)NCc2ccccc2)ccc1F	16%	16%
58	COc1cccc(OCCCOc2ccccc2/C=N/NC(=O)c2cccc(Cl)c2)c1	-6%	-2%
59	CCOC(=O)c1ccc(N2C(=O)c3[nH]nc(-c4ccc(OCC)cc4)c3C2c2cccs2)cc1 (stereo not drawn)	-10%	4%
60	O=C(Nc1c(N2CCCC2)c2ccccc2oc1=O)c1ccccc1	1%	1%
61	COc1ccccc1C(=O)Nc1cccc(OCc2cc(=O)n3c(C)csc3n2)c1	-27%	-4%
62	CCS(=O)(=O)c1c(Nc2ccc(F)c(Cl)c2)sc(C(=O)c2ccccc2)c1N	31%[activator]	-7%
63	COCCCNC(=O)c1cc(C)nc2ccc(C)cc12	1%	2%
64	COc1ccccc1NC(=O)C1=C(C)Nc2nnnn2C1c1cc(Br)c(O)c(OC)c1 (stereo not drawn)	1%	25%
65	CC1CC2(CCCCCC2)Nc2ccc(F)cc21 (stereo not drawn)	-5%	-11%
66	O=C(CSc1nnc2n(-c3ccccc3)c(=O)c3ccccc3n12)Nc1ccc(Cl)cc1	-6%	-5%
67	COc1ccc(-c2cc(C(=O)Nc3c(C(=O)c4ccc(C)c(F)c4)oc4ccccc34)no2)cc1	3%	3%[57.5 µM]
68	CN(CCOc1ccccc1F)C(=O)c1cnc2ccccc2n1	15%	8%
69	CCOC(=O)Cn1c(CN2CCN(c3ccccc3F)CC2)nc2c1c(=O)n(C)c(=O)n2C	-13%	5%
70	Cc1nc(CC(=O)Nc2ccc(C)c(C)c2)cs1	24%	0%[57.5 µM]
71	C/C(=N\Nc1cc(C)nc(NCc2ccccc2)n1)c1ccncc1	4%	7%
72	CC(=O)NC(C)C(=O)Nc1ccc(SC2CCCC2)cc1 (stereo not drawn)	-6%	-8%
73	N#C/C(=C/c1cccc(OCc2cccc(C#N)c2)c1)c1ccc(C(F)(F)F)cn1	-17%	-7%
74	CC(C)c1cccc(C(C)C)c1NC(=O)/C=C/c1cccc(F)c1	-2%	-4%
75	COc1ccc(CCNC(=O)Cn2cc(C(=O)c3ccc(Cl)cc3)c(=O)c3ccc(C)nc32)cc1OC	?	5%
76	CC(C)(C)c1ccccc1NC(=O)c1ccc(F)cc1F	2%	3%
77	CCc1cccc(NC(c2nnc(-c3ccccc3)o2)c2ccc(F)cc2Cl)c1 (stereo not drawn)	?	79µM*
78	CN(C)CCNCC1CCCO1 (stereo not drawn)	-1%	2%
79	CCOc1ccccc1CNC(=O)c1nc(-c2ccc(Cl)cc2)n2c1CCCCC2	-23%	?
80	CCn1nc(-c2ccc(C)c(S(=O)(=O)N3CCCCC3)c2)c2c(c1=O)CCCC2	-24%	-5%
81	CC(C)[n+]1c(NCc2cc(Br)cc(Br)c2[O-])[nH]c2ccccc21	-21%	1%
82	CC(C)(C)NC(=O)NC(=O)CSc1nnc(-c2c[nH]c3ccccc23)o1	-19%	-11%
83	COCCCNC(=O)CN1C(=O)COc2ccc(S(=O)(=O)N3CCCC3)cc21	2%	8%
84	COc1ccc(Nc2cc(C(=O)NCCCN(C)c3ccccc3)c3ccccc3n2)c(OC)c1	-13%	-25%[57.5 µM]
85	COc1ccc(CNC(=O)c2cnc(N3CCCC3)nc2C)c(OC)c1	-2%	0%
86	COc1ccccc1CNC(=O)CS(=O)(=O)c1cccc2nsnc12	10%	-5%
87	CCCCCCCCCCCCCCCCN(C)C	0%	2%
88	C=CCNC(=S)NNC(N)=S	6%	5%
89	C=CCNC(=O)NC(=O)COC(=O)/C=C/C=C/C	0%	-2%
90	O=C(O)c1ccc(Nc2nc(-c3cc4ccccc4oc3=O)cs2)cc1	-7%	-4%
91	COc1ccc(N(CC(=O)NCCc2ccccc2)S(=O)(=O)c2ccc(OC)c(OC)c2)cc1	-7%[57.5 µM]	-4%[57.5 µM]
92	Cc1nc(C(=O)O)c(C(=O)O)nc1C	1%	1%
93	Cc1ccc(-c2ccc(=O)n(C(C)C(=O)Nc3ccccc3Cl)n2)cc1C (stereo not drawn)	11%	-3%
94	COc1ccccc1CCNC(=O)C(=O)NCC(c1ccco1)S(=O)(=O)c1cccs1 (stereo not drawn)	4%	58%[activator]
95	CC(Sc1nnnn1C1CCCC1)C(=O)c1c[nH]c2ccccc12 (stereo not drawn)	-1%	5%
96	COc1ccc(S(=O)(=O)n2nc(C)c(S(=O)(=O)N3CCCCC3)c2C)cc1	26%	2%
97	Cc1cccc(OCc2nc3c(C)cccc3[nH]2)c1	-3%	-3%
98	O=C(Cn1ccc2ccc(F)cc21)Nc1ccc(CCO)cc1	1%	9%
99	COC(=O)CCN(c1ccccc1)S(=O)(=O)c1cc(-c2cc(C)no2)ccc1OC	-6%	-2%
100	Cc1[nH]c2ccccc2c1C1c2ccccc2C(=O)N1CC(=O)NCC(N)=O (stereo not drawn)	2%	0%

Some values from the entries so far:
UDG counter, CC1CC2(CCCCCC2)Nc2ccc(F)cc21 (stereo not drawn) → -11%
AID inh, C=CCNC(=O)NC(=O)COC(=O)/C=C/C=C/C → 0%
UDG counter, COc1ccccc1CNC(=O)CS(=O)(=O)c1cccc2nsnc12 → -5%

Next part:
cpd	Molecule	AID inh	UDG counter
101	Cc1nc(C(=O)NC2CCCCC2)ccc1C#N	-6%	-4%
102	CCc1ccc(CNC(=O)c2cnc3sc(N4CCCCC4)nn3c2=O)cc1	10%	41%[activator]
103	CCOC(=O)c1cnc(SCC(=O)Nc2cccc(Cl)c2C)nc1N	1%	5%
104	CCc1c(C)sc(NC(=O)c2cc(-c3ccc(OC)c(OC)c3)on2)c1C#N	-1%	7%
105	C=C(C)CC1(NCc2ccccc2)CCCCC1	-6%	0%
106	COc1ccccc1-c1cc(NC(=O)C(C)OCC2CC2)n[nH]1 (stereo not drawn)	-7%	-1%
107	O=C(CSc1cn(Cc2ccc(F)cc2)c2ccccc12)N1CCCC1	-3%	-5%
108	O=C(NCc1ccc(Cl)cc1)c1cnc2sc(N3CCCCCC3)nn2c1=O	6%	2%
109	CC(C)(C)OC(=O)N1Cc2ccccc2C[C@H]1C(=O)Nc1ccc2c(c1)OCCO2	-10%	-3%
110	Cc1ccc(C(=O)Nc2cc3c(cc2C(=O)c2ccccc2)OCCO3)cc1	-9%	-12%
111	CCOC(=O)C1CCN(c2cc(C)nc3c(-c4ccccc4OC)c(C)nn23)CC1	3%	0%
112	CCc1cccc(C)c1-n1nnnc1C(C)(CC)Nc1ccc2c(c1)OCCO2 (stereo not drawn)	-18%	-12%
113	O=C(NC1CCCCC1)c1ccncc1	1%	7%
114	Cc1nc2c3cccnc3nn2c(C)c1CCC(=O)NCc1ccccc1Cl	35%[activator]	-2%[57.5 µM]
